Bioassay records (PubChem BioAssay)
Wnt bcat act: activates Wnt/beta-catenin signaling in a reporter cell assay; hit rate 1.2% among 300,000; activation, % at 9.35 µM; activator, plate reader; in the data active = activation above about 30%, passing the limit was not always enough;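 also: 0% = neutral control wells and 100% = positive control wells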
MOR-DOR inv ag: mu-delta opioid heterodimer inverse agonism; cell-based MOR-DOR heterodimer luminescence; inhibition, % at 9.3 µM; hit rate 0.21% among 340,000; AID 504357; in the data active = inhibition above about 22%, passing the limit was not always enough;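 also: 0% = cells with DMSO and 100% = wells without cells with DMSO; values of inactives mirror those of a sister screen read the other way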
cardiac RTF act: increases calcium sensitivity of human cardiac regulated thin filaments | P19429+P45379 | hit rate 0.24% among 340,000 | IANBD-labeled TnC RTF fluorescence at EC20 calcium; 0% EC20 calcium, 100% full calcium | activation, % at 7.2 µM;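 active = activation above the mean over all tested compounds plus 3 SD, cut at about 30% in these data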;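 also: rise in fluorescence read as greater calcium sensitivity of cardiac thin filaments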
DSG3 Ab inh: blocks pemphigus antibody binding to human desmoglein-3 | DSG3-coupled beads, scFv-anti-DSG3-GFP binding, flow cytometry; active compounds read low | AID 588358 | binding (percent of control), % at 10 µM | P32926 | hit rate 0.48% among 310,000;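 active = binding more than 3 SD below its plate's average and above zero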;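 also: hits lower antibody fragment binding to DSG3; some compounds called inactive have numbers as strong as hits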
MOR-DOR ag: agonists of human mu-delta opioid receptor heterodimerization; hit rate 0.3% among 340,000; activation, % at 9.3 µM; cells, OPRM1-OPRD1 heterodimerization, luminescence; AID 504326; in the data active = activation above about 18%;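 also: 0% = vehicle-treated cells and 100% = reference agonist; values of inactives mirror those of a sister screen read the other way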
RTF Ca sens inh: cardiac RTF calcium desensitization. P19429+P45379. IANBD-labeled cardiac RTF, Ca2+ fluorescence. inhibition, % at 7.15 µM. hit rate 0.12% among 340,000;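 active = inhibition above the mean inhibition of all tested compounds plus 3 SD, cut at about 17% in these data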;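 also: assay run at fixed EC70 calcium of 1.6 mM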
Keap1-Nrf2 PPI: inhibitors of human Keap1-Nrf2 protein-protein interaction | inhibition, % at 9.4 µM | Keap1 Kelch-Nrf2 peptide fluorescence polarization, 1536-well | Q14145 | hit rate 0.15% among 340,000; in the data active = inhibition above about 12%;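 also: human Keap1 Kelch domain with fluorescein labeled Nrf2 9mer peptide probe; 0% = neutral control wells and 100% = peptide positive control; higher means more block of Keap1 binding to Nrf2 peptide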
Target sequence (Q14145 whole entry, looked up, the tested form may be a part): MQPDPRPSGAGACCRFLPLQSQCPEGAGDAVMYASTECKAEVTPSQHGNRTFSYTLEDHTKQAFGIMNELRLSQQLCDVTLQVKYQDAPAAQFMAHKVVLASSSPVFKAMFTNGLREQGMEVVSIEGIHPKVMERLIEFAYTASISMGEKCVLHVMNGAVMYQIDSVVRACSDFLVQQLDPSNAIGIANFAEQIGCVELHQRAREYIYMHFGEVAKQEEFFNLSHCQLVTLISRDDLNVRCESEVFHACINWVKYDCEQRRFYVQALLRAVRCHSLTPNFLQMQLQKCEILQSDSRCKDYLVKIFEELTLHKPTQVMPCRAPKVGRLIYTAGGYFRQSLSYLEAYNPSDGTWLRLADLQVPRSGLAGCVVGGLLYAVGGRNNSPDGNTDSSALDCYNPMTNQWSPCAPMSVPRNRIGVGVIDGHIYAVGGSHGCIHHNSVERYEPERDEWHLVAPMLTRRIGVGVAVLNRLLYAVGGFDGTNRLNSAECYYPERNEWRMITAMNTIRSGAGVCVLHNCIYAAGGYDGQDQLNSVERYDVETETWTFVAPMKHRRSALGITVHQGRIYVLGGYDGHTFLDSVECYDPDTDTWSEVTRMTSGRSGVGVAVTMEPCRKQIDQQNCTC
Arr AP2 block: human beta-arrestin and AP2 interaction inhibition. FITC-arrestin peptide / GST-AP2 beads, flow cytometry; AP2 beta2 appendage carries R879A mutation. inhibition, % at 10 µM. hit rate 0.31% among 340,000. AID 504490;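 active = inhibition above a set limit, near 3 SD of compounds lacking own fluorescence, cut at about 54% in these data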;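 also: plate controls were DMSO wells for no effect and 5 µM unlabelled arrestin peptide for full effect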
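Material – GST-tagged AP2 beta2-adaptin appendage (R879A) on 4 µm glutathione beads · Probe or stimulus – fluorescein-tagged arrestin peptide at 50 nM final · Timing – 12 min plus 1 h, RT · Detection – bead flow cytometry, FITC channel · Read-out basis – inhibition as reduced fluorescein signal on beads, percent · Medium – PBS plus Tween 20 (0.05%) and BSA (0.1%)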
V-ATPase pH: yeast V-ATPase proton transport regulation by pHLuorin; response, % at 10 µM; S. cerevisiae, pHLuorin cytosolic pH fluorescence; hit rate 0.37% among 350,000; in the data active = response mostly above about 7.3%, no sharp cut-off; inactive = mostly below about 5.4%; also: actives read high; inactives centre near 0; some compounds called inactive have numbers as strong as hits; reference of the scale not given here
C-LANA FP: blocks KSHV LANA C-terminal domain binding to DNA; MBP-C-LANA/FAM-LBS DNA binding, fluorescence polarization; inhibition, % at 9 µM; hit rate 0.078% among 340,000; AID 504423;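 active = highest replicate inhibition at or above 60% at 9 µM, even if other replicates fall short; inactive = all replicates below 60% inhibition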;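 also: 0% = neutral control wells and 100% = 4 µM acridine orange control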
* = called active by the depositor; . = no result given.

SMILES	Wnt bcat act	MOR-DOR inv ag	cardiac RTF act	DSG3 Ab inh	MOR-DOR ag	RTF Ca sens inh	Keap1-Nrf2 PPI	Arr AP2 block	V-ATPase pH	C-LANA FP
Cc1cccc(Nc2nnc(SCC(=O)NC3CCCc4ccccc43)s2)c1 (centres undefined)	2	-32	-5	99	5.1	6	-2	7	1	-2.7
Cc1ccc(-c2cc(C(=O)NC3=NCCS3)c3ccccc3n2)cc1C	40*	2	6	99	-0.5	-5	-1	-6	-5	-0.4
COc1cc(-c2n[nH]c(=S)n2-c2ccc(Br)cc2)cc(OC)c1OC	-1	6	3	112	-1.3	-6	-4	-6	0	-3.0
COc1ccc(CN(C)C2c3ccccc3-c3ccccc32)cc1	.	-18	4	97	3.1	-3	-3	28	7	2.5
CCc1ccc2[nH]c(=O)c(CN(CCN(CC)CC)C(=O)NC3CCCCC3)cc2c1	.	3	0	98	-0.5	-14	0	76*	-6	-2.0
CN(C)C1=NC[C@H](Cc2ccccc2)N1CC1CCC(C(C)(C)C)CC1 (some centres undefined)	.	-8	5	103	1.5	0	-2	3	-3	1.6
CCCCn1c(SCc2c(C)noc2C)nc2cc(S(N)(=O)=O)ccc21	.	8	0	106	-1.6	-6	-2	49	-5	-8.2
O=C(CSc1nnc(-c2ccc(S(=O)(=O)N3CCCC3)cc2)n1CC1CCCO1)NC1CC1 (centres undefined)	.	3	-1	103	-0.7	-10	6	-4	-1	1.0
O=C(COc1ccc2c3c(c(=O)oc2c1)CCCC3)NCCCn1ccnc1	2	18	-4	.	-3.4	0	1	51	2	1.9
O=C(NC1CCCC1)C(c1ccc(F)cc1)N(Cc1ccc(Cl)cc1)C(=O)CCl (centres undefined)	-1	10	-2	132	-1.8	5	0	-7	0	0.6
Cc1cc(C(=O)NNC(=O)COc2ccccc2Cl)n[nH]1	-2	4	8	93	-0.7	8	-3	6	-6	1.5
Cc1ccc2[nH]c(=O)c3cc(C(=O)N4CCN(C(=O)c5ccco5)CC4)sc3c2c1	-4	5	-2	110	-0.9	0	-7	7	0	1.0
COc1ccc(NC(=O)COC(=O)c2ccc(S(=O)(=O)N(C)c3ccccc3OC)cc2)cc1OC	-5	-4	11	98	0.9	-10	-5	-5	8	1.0
Cc1ccc(C(=O)COC(=O)CNC(=O)c2ccc(Br)o2)cc1[N+](=O)[O-]	1	54*	4	110	-11	-8	5	-14	0	0.3
Cc1c(C(=O)Nc2ccncc2)sc2nc(-c3ccc(F)cc3)cn12	-4	-27	1	110	4.5	-3	-8	-2	0	-0.8
CN(Cc1ccccc1F)c1ccc(S(=O)(=O)N2CCCC2)cn1	2	9	0	96	-1.6	-3	-1	36	1	0.6
Cc1ccccc1CN1CCN(CCCc2ccccc2)C(CCO)C1 (centres undefined)	-3	10	-5	104	-2.1	3	-2	10	4	1.2
C=CCC[C@@H](Cc1ccc(F)cc1)C(=O)OC[C@@H](Cc1ccccc1)NC(=O)[C@@H](CC=C)CC(=O)N[C@@H](CO)Cc1ccccc1	-1	10	-3	104	-2.3	-10	2	2	-3	1.7
CCOC(=O)CC(NC(C)=O)c1ccc([N+](=O)[O-])cc1 (centres undefined)	-3	4	-1	97	-0.9	-6	1	-2	-1	0.9
O=C(NCc1cccnc1)c1cnn2ccccc12	-2	6	0	102	-1.1	-6	-4	-4	2	0.6
CCn1cc(C(=O)N2CCn3c(nc4ccccc43)C2)c(=O)c2ccc(C)nc21	-2	.	3	97	.	-9	6	-1	1	1.4
O=[N+]([O-])c1ccccc1N=Nc1ccc(O)cc1	0	8	1	111	-1.6	1	0	2	4	-0.9
COC(=O)c1ccc(Cn2c(CN3CCOCC3)nc3ccccc3c2=O)o1	.	12	0	.	-1.9	-1	-5	-2	0	-0.1
COC(=O)c1ccccc1C(=O)c1ccc2c(c1)NC(=O)CO2	-1	12	-1	101	-2.5	-9	1	9	-1	0.3
O=C(NCC1CCCO1)C(C(=O)c1ccc(F)cc1)n1ccccc1=O (centres undefined)	.	13	1	91	-2.5	-1	-2	-3	0	1.1

10 entries out of the list, ordered by SMILES length, high to low:
SMILES	Wnt bcat act	MOR-DOR inv ag	cardiac RTF act	DSG3 Ab inh	MOR-DOR ag	RTF Ca sens inh	Keap1-Nrf2 PPI	Arr AP2 block	V-ATPase pH	C-LANA FP
C=CCC[C@@H](Cc1ccc(F)cc1)C(=O)OC[C@@H](Cc1ccccc1)NC(=O)[C@@H](CC=C)CC(=O)N[C@@H](CO)Cc1ccccc1	-1	10	-3	104	-2.3	-10	2	2	-3	1.7
O=C(CSc1nnc(-c2ccc(S(=O)(=O)N3CCCC3)cc2)n1CC1CCCO1)NC1CC1 (centres undefined)	.	3	-1	103	-0.7	-10	6	-4	-1	1.0
Cc1ccc2[nH]c(=O)c3cc(C(=O)N4CCN(C(=O)c5ccco5)CC4)sc3c2c1	-4	5	-2	110	-0.9	0	-7	7	0	1.0
Cc1ccc(C(=O)COC(=O)CNC(=O)c2ccc(Br)o2)cc1[N+](=O)[O-]	1	54*	4	110	-11	-8	5	-14	0	0.3
O=C(NC1CCCC1)C(c1ccc(F)cc1)N(Cc1ccc(Cl)cc1)C(=O)CCl (centres undefined)	-1	10	-2	132	-1.8	5	0	-7	0	0.6
COc1cc(-c2n[nH]c(=S)n2-c2ccc(Br)cc2)cc(OC)c1OC	-1	6	3	112	-1.3	-6	-4	-6	0	-3.0
Cc1cccc(Nc2nnc(SCC(=O)NC3CCCc4ccccc43)s2)c1 (centres undefined)	2	-32	-5	99	5.1	6	-2	7	1	-2.7
CCOC(=O)CC(NC(C)=O)c1ccc([N+](=O)[O-])cc1 (centres undefined)	-3	4	-1	97	-0.9	-6	1	-2	-1	0.9
Cc1ccccc1CN1CCN(CCCc2ccccc2)C(CCO)C1 (centres undefined)	-3	10	-5	104	-2.1	3	-2	10	4	1.2
O=[N+]([O-])c1ccccc1N=Nc1ccc(O)cc1	0	8	1	111	-1.6	1	0	2	4	-0.9

New compounds follow
SMILES	Wnt bcat act	MOR-DOR inv ag	cardiac RTF act	DSG3 Ab inh	MOR-DOR ag	RTF Ca sens inh	Keap1-Nrf2 PPI	Arr AP2 block	V-ATPase pH	C-LANA FP
C1CCc2nnc(C3CC3)n2CC1	20	9	-7	105	-1.5	-13	-2	27	3	-0.3
O=C(COC(=O)COc1ccccc1)Nc1cccc([N+](=O)[O-])c1	0	16	0	97	-3.5	7	-1	-21	4	1.3
Cc1ccc(-c2nc3ncccn3c2Nc2ccccc2C)o1	3	0	-1	107	-0.1	3	-1	-8	3	0.3
O=C(NCc1cccnc1)[C@@H]1CC=C[C@@H]2CCN(Cc3ccccc3)C(=O)[C@@H]21	4	11	1	111	-2.0	12	-5	2	-2	-1.0
Cc1ccc2c(c1)[C@H]1[C@H](CO2)[C@H](c2ccccc2)[C@]2(C)C(=O)N(Cc3ccc(F)cc3)CC(=O)N12	2	-4	16	102	0.9	-48	2	-4	-1	11
O=C(CCOc1ccccc1)Nc1ccccc1	.	4	-5	104	-0.7	-6	0	26	0	-0.9
COc1cc(C(=O)Nc2ccc(S(=O)(=O)N3CCOCC3)cc2)c([N+](=O)[O-])cc1OC	.	8	2	103	-1.6	-3	5	-2	4	-5.5
CCOC(=O)/C(N=Nc1ccc(C(=O)O)cc1[N+](=O)[O-])=C(\C)O	0	15	4	99	-2.8	-7	0	4	3	-0.4
COc1ccc(CNC(=O)C(C)n2nc(C)c3c(C)n(-c4ccccc4)nc3c2=O)c(OC)c1 (centres undefined)	-3	3	4	68	-0.6	-1	-6	6	1	0.0
CSc1cccc(NC(=S)N(Cc2ccc(C)cc2)Cc2ccccn2)c1	0	22	3	.	-4.7	2	0	54*	-2	0.0
Cc1ccc(NC(=O)C(c2ccccc2)N2CCN(CC(=O)NC3CC3)CC2)cc1Cl (centres undefined)	6	9	-4	101	-2.2	-1	6	-6	8	-0.9
O=C(Nc1ccc(N2CCCC2)cc1)C(Cl)c1ccccc1 (centres undefined)	.	-22	-1	98	3.8	5	-2	50	-1	1.0
CCCCCC(O)c1cccc(OCc2ccc3ccccc3n2)c1 (centres undefined)	2	-34	3	164	6.2	-24	-2	-7	-1	-0.2
COc1ccccc1CCNC(=O)CCSc1nc(-c2ccco2)cc(C(F)(F)F)n1	-3	0	-6	98	0.0	-3	1	0	1	-0.1
Cc1ccc(C)c2[nH]c(=O)c(CN(CC3CCCO3)C(=O)NC3CCCCC3)cc12 (centres undefined)	.	-4	-1	108	0.8	-6	4	-14	1	-1.1
CC(C)(C)NC(=O)CN(Cc1cccs1)C(=O)CNS(=O)(=O)c1ccccc1	-6	7	0	104	-1.5	-3	0	4	-5	-0.5
O=[N+]([O-])c1ccc(CSc2ccc(S(=O)(=O)N3CCCCCC3)cn2)cc1	2	12	-1	98	-2.2	-32	-2	-20	-4	0.0
CC(C)(C)NC(=O)NC(=O)CSc1ccc(S(=O)(=O)N2CCOCC2)cn1	0	-8	-6	.	1.9	-3	-3	-16	-1	0.0
O=C1OCC2=C1C(c1ccc(F)cc1)c1cc3c(cc1N2)OCCO3 (centres undefined)	-12	-1	1	.	0.2	-2	-1	-36	-5	-1.8
COc1ccc(C(C)(C)C)cc1S(=O)(=O)N1CCC(C(N)=O)CC1	.	12	4	123	-2.1	0	1	-4	-1	0.2
Cc1cc(C)c(C#N)c(SCc2ccc([N+](=O)[O-])cc2)n1	-2	15	-4	86	-3.1	-2	-4	3	0	29
CCc1ccc(-n2c(CSc3nnnn3-c3ccccc3)nc3ccccc3c2=O)cc1	.	1	-4	.	-0.3	-12	1	1	5	0.0
COc1cc(S(=O)(=O)N2CCCCC2)ccc1NC=O	.	11	4	108	-2.3	-1	-3	5	1	-1.3
O=c1[nH]c2cc([N+](=O)[O-])c([N+](=O)[O-])cc2[nH]c1=O	0	2	-1	98	-0.4	1	-4	5	2	-0.3
CC(C)NC(=O)c1ccc2c3n(nc2c1)-c1ccc(Cl)cc1CO3	34*	-4	2	105	0.7	-2	-4	-8	0	-0.5
NC(=O)CC1C(=O)N(c2ccccc2)C(=S)N1NC(=O)c1ccccc1 (centres undefined)	9	7	-1	85	-1.5	-5	3	5	3	-1.3
CN(C)CCCN(C(=O)c1nc2ccccc2s1)c1nc2ccc(F)cc2s1	2	11	-3	99	-2.0	3	-1	5	-1	-0.4
C=C1CCN([C@@H](CC(C)C)C(=O)NCc2cc(OC)c(OC)c(OC)c2)S(=O)(=O)c2ccccc21	-1	2	-4	109	-0.4	6	-1	-1	0	-0.6
Cc1ccc(C)n1-c1ccc(N2CCOCC2)cc1	-1	2	-2	100	-0.4	0	-3	21	-3	-2.1
